# NF-kB expr up = raises NF-kB expression in human neuronal cells | NF-kB reporter expression; stronger effect = higher value | fold change at 12.5 µM | AID 1239 | actives 1.6% (n = 190,000); in the data active = fold change above about 3.3
# APP 5'UTR act = activates APP 5'UTR luciferase reporter; SH-SY5Y APP 5'UTR luciferase reporter, luminescence; zero percent = DMSO vehicle wells; activation, % at 2 µM; actives 1% (n = 190,000); AID 1276;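 active = activation above a set limit, based on mean plus 3 SD of controls, cut at about 140% in these data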; note: values of inactives mirror those of a sister screen read the other way
# PMI act hi M6P = PMI (human) activation, high substrate; P34949; coupled PMI enzyme assay, resazurin fluorescence, 20 min; stronger effect = higher value; 1 = untreated enzyme, 0 = substrate-free blank; activation factor at 20 µM; actives 0.34% (n = 190,000); AID 1216;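 active = activation factor of 2 or more at 20 µM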
# Target sequence (P34949 whole entry, looked up): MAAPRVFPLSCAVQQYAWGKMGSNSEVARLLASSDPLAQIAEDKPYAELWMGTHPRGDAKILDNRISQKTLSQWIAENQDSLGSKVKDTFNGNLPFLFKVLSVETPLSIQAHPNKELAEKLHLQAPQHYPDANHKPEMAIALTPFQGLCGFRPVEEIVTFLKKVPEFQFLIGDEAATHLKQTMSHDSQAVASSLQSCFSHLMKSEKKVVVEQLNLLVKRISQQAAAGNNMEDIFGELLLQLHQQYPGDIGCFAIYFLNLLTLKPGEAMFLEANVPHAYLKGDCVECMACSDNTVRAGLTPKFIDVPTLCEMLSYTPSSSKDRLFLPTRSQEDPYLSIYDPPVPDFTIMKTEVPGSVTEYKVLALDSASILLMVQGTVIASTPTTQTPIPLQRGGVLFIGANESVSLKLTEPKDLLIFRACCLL
#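 Test system – human PMI in coupled enzyme assay · Timing – 20 min incubation at room temperature · Detection – Diaphorase-driven resazurin-to-resorufin fluorescence, excitation 544, emission 590 nm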
# TNAP act hiacc = increases human TNAP activity under high phosphate acceptor concentration | P05186 | purified TNAP, CDP-star luminescence, 1 M DEA, 30 min; stronger effect = higher value; 0 = EDTA background, 1 = DMSO-only activity | activation factor at 20 µM | 200,000 tested, under 10 active | AID 1136;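 active = activation factor at least 2 at 20 µM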
#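 Dosing: 20 µM single point. System: human TNAP. Amount: TNAP 1/800 final. Incubation: 30 min, room temperature. Read-out: TNAP activation factor scaled between EDTA and DMSO control wells. Signal: luminescence from CDP-star hydrolysis. Medium: 1 M DEA, pH 9.8, Mg2+, Zn2+. Control set: EDTA negative control, DMSO positive control.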
# PMI activator = increases human mannose-6-phosphate isomerase activity; activation factor at 20 µM; purified human PMI, coupled resazurin fluorescence, 20 min; stronger effect = higher value; 1 = vehicle control, 0 substrate-free wells; actives 0.005% (n = 190,000); P34949; AID 1214;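 active = activation factor of 2 or more at 20 µM, relative to plate controls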
# TNAP inh no acc = blocks human TNAP activity with no phosphate acceptor present; inhibition, % at 20 µM; purified TNAP, CDP-star luminescence, 30 min; P05186; actives 0.26% (n = 200,000);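 active = tissue-nonspecific alkaline phosphatase inhibition above about 50% at 20 µM in the single-dose screen, limit read from the data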;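 note: 0% = DMSO negative control and 100% = EDTA positive control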
# TNAP inh hi DEA = inhibitors of human TNAP at high phosphate acceptor concentration | AID 1135 | actives 0.03% (n = 200,000) | purified TNAP, CDP-star luminescence, 1 M DEA | inhibition, % at 20 µM;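 active = over 50% inhibition of tissue-nonspecific alkaline phosphatase at 20 µM in the single-dose screen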;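 note: plate controls were DMSO wells for no effect and EDTA-quenched wells as full inhibition for full effect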
# bIAP act = intestinal alkaline phosphatase (bovine) activation | actives 0.17% (n = 200,000) | activation factor at 20 µM | purified bovine IAP, CDP-star luminescence, 30 min; stronger effect = higher value; fold of DMSO-control signal, blank-subtracted;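 active = activation factor of 2 or more at 20 µM, a signal rise over negative controls twice the positive control's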
# FLuc stim CS = firefly luciferase counter-screen for stimulation assays. ATPlite luciferase biochemical, luminescence, 10 min; 0 = ATP-free wells, 1 = DMSO control. activation factor at 10 µM. 200,000 tested, under 10 active;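 active = luciferase activation factor, scaled between plate controls, of at least 2 with compound at 10 µM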
# Target sequence (P08659 whole entry, looked up): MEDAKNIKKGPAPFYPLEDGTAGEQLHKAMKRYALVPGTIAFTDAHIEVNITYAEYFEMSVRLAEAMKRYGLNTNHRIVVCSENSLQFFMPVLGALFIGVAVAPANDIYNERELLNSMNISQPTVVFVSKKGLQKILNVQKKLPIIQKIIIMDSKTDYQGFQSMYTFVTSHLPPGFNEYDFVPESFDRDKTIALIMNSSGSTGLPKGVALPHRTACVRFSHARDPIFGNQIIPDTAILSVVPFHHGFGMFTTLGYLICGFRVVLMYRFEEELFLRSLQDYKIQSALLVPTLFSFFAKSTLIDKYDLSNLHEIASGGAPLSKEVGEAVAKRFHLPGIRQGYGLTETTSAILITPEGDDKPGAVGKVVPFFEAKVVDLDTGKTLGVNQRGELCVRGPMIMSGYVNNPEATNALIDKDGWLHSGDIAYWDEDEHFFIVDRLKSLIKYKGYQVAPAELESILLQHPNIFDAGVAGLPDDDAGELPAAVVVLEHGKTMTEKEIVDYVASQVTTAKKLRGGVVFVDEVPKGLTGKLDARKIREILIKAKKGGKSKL
#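 Assay system: Luciferase/luciferin detection reagent, cell-free biochemical luciferase assay / Read-out: luciferase activation / Benchmarks: No-ATP low control, compound-free enzyme-plus-ATP high control / Medium: PBS buffer for ATP / Detection: luminescence measurement of luciferase light output / Schedule: 10 min at ambient temperature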
# FLuc inh counter = Photinus pyralis luciferase inhibition counter-screen; actives 1.5% (n = 200,000); inhibition, % at 10 µM; ATPLite firefly luciferase biochemical luminescence, 10 min;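 active = inhibition above about 50% when tested at 10 µM, limit read from the data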
# The depositor's hits bear a star; x = not tested or not shown.
Molecule,NF-kB expr up,APP 5'UTR act,PMI act hi M6P,TNAP act hiacc,PMI activator,TNAP inh no acc,TNAP inh hi DEA,bIAP act,FLuc stim CS,FLuc inh counter
Cc1ccc(C(c2nnnn2CS(=O)(=O)c2ccc(C)cc2)N2CCN(c3ncccn3)CC2)cc1 (configuration not stated),1.42,-8.1,1,1,1,0.5,2.9,0.9,1,-3.6
C=CCc1cc(C=O)cc(OCC)c1O,0.95,-2.8,0.6,1,0.8,-3.0,-1.4,1,1,-1.1
CCOc1ccc2[nH]c(=O)c(CN(CCO)C(c3nnnn3C3CCCCC3)C(C)C)cc2c1 (configuration not stated),0.94,-6.4,1.5,1.1,1.5,3.6,-6.0,1,1.1,-9.1
O=C(NCc1ccc2c(c1)OCO2)c1cc(S(=O)(=O)N2CCCCC2)ccc1F,1.16,16.4,1,1,1,-6.0,1.4,0.9,1,-2.1
Cc1nnc(SCC(=O)c2cc(C)n(-c3ccc4c(c3)OCO4)c2C)s1,1.71,19.1,0.7,1,0.8,-13.7,-3.8,0.9,1,-1.2
CN(CC(=O)NCc1cccc(F)c1)C(=O)c1ccco1,1.22,-11.9,1,1.1,1,-18.9,-5.1,0.9,1.1,-5.8
O=[N+]([O-])c1cc(CN2CCCC2)ccc1Sc1ccc(Cl)cc1,1.1,15.8,1,1,1,-1.0,-4.9,0.8,1.1,-9.9
Cc1ccc(/C(N)=N/OC(=O)c2cccc(F)c2)cc1,4.59*,15.1,1,1,1,-8.5,-2.5,0.9,0.4,61.0*
O=C(c1ccc(CS(=O)(=O)c2c(Cl)cccc2Cl)o1)N1CCCC1,1.08,1.5,1,1.1,1,-0.1,-5.0,1,1.1,-6.3
CC1CCN(CCOc2ccccc2-c2ccccc2)CC1,0.79,-2.2,1.2,1,1.1,-9.7,0.7,0.7,1,-2.5
CC1(C)NC(=O)N(CCCCOc2cccc(C(F)(F)F)c2)C1=O,0.9,-9.4,1,1,1.1,-10.9,-4.6,1,1.1,-7.8
O=C(CSc1ccccc1)Nc1ccccc1N1CCOCC1,1.04,2.9,0.9,1,0.9,-10.6,-2.0,0.9,1,-4.4
O=C(Cc1ccccc1)Nc1ccc(CN2CCOCC2)cc1,1.62,32.0,1.1,1.1,1.1,-4.6,-8.6,0.9,0.9,6.3
Cc1csc(NC(=O)c2cc([N+](=O)[O-])cc([N+](=O)[O-])c2)n1,0.84,17.2,0.9,1,1,-6.5,-0.5,1.1,0.9,5.2
Cc1cc(O)cc(=O)n1C,1.16,2.1,1,1,1.1,-5.5,3.5,0.7,1,-3.0
Fc1ccc(NC(=S)Nc2ccccc2Cl)cc1,x,4.6,1,1,1,-6.8,-4.2,0.9,1,0.3
O=C(Cn1c(=S)[nH]c2ncccc2c1=O)NCCc1ccccc1,0.9,-15.1,1,1,1.1,-21.0,-3.4,1.3,0.9,8.0
CCOc1ccc2cc(S(=O)(=O)n3ccnc3C)ccc2c1,0.73,-6.0,1.1,1,0.9,-2.1,0.7,0.7,1,-0.9
CSCc1ccc(C(=O)Nc2cc(C)cc(C)c2)cc1,1.11,106.4,1,1,0.9,-15.3,-1.0,1.1,0.2,77.9*
O=C(NC1CCCC1)C1CCCN(S(=O)(=O)c2cccc3cccnc23)C1 (configuration not stated),0.81,-5.9,0.9,1,0.9,-11.4,-3.8,0.9,1,-1.9
O=C(Nc1cccc(Cl)c1)N(CCCN1CCOCC1)Cc1ccccc1F,1.17,7.2,1,1,0.9,-7.1,0.1,1,1,1.0
COc1ccc(N2CC(C(=O)N/N=C/c3ccccc3)CC2=O)cc1 (configuration not stated),1.14,20.0,1,1,0.9,-5.8,-1.6,0.9,1.1,-6.4
O=C(c1ccco1)N1CCN(S(=O)(=O)N2CCOCC2)CC1,1.24,10.7,1,1.1,1,-7.8,-5.1,0.9,1.1,-5.3
CC1CC(C)CN(c2ccc(-n3cnnn3)cc2[N+](=O)[O-])C1 (configuration not stated),1.15,-8.3,0.8,1,0.8,5.2,4.1,1,1.1,-7.5
O=C(COc1cccc2cccnc12)N1CCc2ccccc21,1.44,13.3,1,1,1.1,-8.6,-4.5,1,0.8,22.2
Cn1c(SCC(=O)N2CCOCC2)nnc1-c1cccc(NC(=O)c2ccccc2F)c1,1.22,6.3,1,1,1,-2.7,-0.8,1,1,0.2
O=C(O)c1ccc(CN2CCOCC2)o1,1.06,-4.6,1,1,1,-7.3,-4.7,1,1,-4.3
CN(C)Cc1ccc(F)cc1Sc1ccc(Cl)cc1Cl,1.02,-1.3,1.1,1,0.9,-14.7,3.8,0.9,1,-2.4
O=C(O)C1(NS(=O)(=O)c2ccc(F)c(Cl)c2)CCCCC1,1.06,13.1,1,1,0.9,-10.0,-3.1,1,1.1,-7.9
Cc1cccc2c(C(=O)Nn3cnnc3)cc(-c3ccccc3Cl)nc12,0.91,-12.6,1.2,1,1.2,-11.1,-3.5,1.1,1,-1.2
CC[C@@H](C)C(NC(=O)OC(C)(C)C)c1cn([C@@H](Cc2ccc(O)cc2)C(=O)N2CCN(C(=O)OC(C)(C)C)CC2)nn1 (some centres not stated),0.85,-7.5,1,1,0.9,-8.7,-1.3,1.2,1.1,-6.0
CCOC(=O)N1CCN(C(=S)Nc2ccc(C)cc2C)CC1,1,4.7,1,1.1,1.1,-6.8,-5.4,1,1,-4.6
CC(C)CC(COCc1ccc(Cl)cc1)N1CCN(C(=O)c2cccc(C(F)(F)F)c2)CCC1=O (configuration not stated),1.15,13.3,1,1,1,-2.4,-0.9,0.6,1,-3.4
Cc1cccc(C(=O)NCCN2CCOCC2)c1[N+](=O)[O-],1.02,6.5,0.9,1,0.8,-15.1,-3.8,0.8,1,-1.2
CCN(CCO)C(=S)Nc1cc(C(=O)OC)ccc1C(=O)OC,1.18,-28.5,1,1,1,-5.1,0.7,1.1,1,-4.0
COc1ccc(C(=O)OCC(=O)Nc2ccc(Cl)cn2)cc1,1.1,12.4,1.1,1.1,1.1,-15.6,-6.3,1,1,-4.2
CCc1ccc(Nc2ncc3c(n2)CC(C)CC3=O)cc1 (configuration not stated),3.53*,173.1*,1.1,1,1,-9.7,-3.3,1,1,4.6
CCC(C)NC(=O)NCc1ccccc1F (configuration not stated),1,9.2,1.1,1.1,1.1,-5.9,-6.0,1,1.1,-8.8
Cc1cc(C(F)(F)F)nn1CC(=O)N(C)c1ccccc1,1.03,-15.8,x,1,x,-6.2,-1.5,1,1,-1.3
CN1C(=O)/C(=C2\SC(N3CCCCCC3)=NC2=O)c2ccccc21,0.92,16.3,1,1,0.9,-16.1,0.4,0.9,0.2,79.1*
COc1ccc(NC(=O)C(=O)NCc2ccncc2)c(OC)c1,0.96,10.2,1,1,1,-7.7,0.2,1,1,0.9
CCOC(=O)c1ccc(CC(=O)c2ccc(O)cc2O)o1,0.77,21.3,1.3,1,1.1,-9.6,-2.8,0.9,1,-4.6
S=C(NCCc1ccccc1)N1CCN(C(c2ccccc2)c2ccccc2)CC1,1.01,-11.1,1,1,0.9,-18.8,-4.3,1,1.1,-10.0
CN1CCN(C2=C(Cl)C(=O)C(c3cnc(N4CCCCC4)s3)=C(Cl)C2=O)CC1,1.83,0.1,1,0.9,0.9,21.6,6.6,1,0.8,23.1
Cc1ccc(NC(=O)c2ccc([N+](=O)[O-])o2)c(C)c1,1.98,7.1,0.9,1.1,1,-9.1,-8.0,0.9,1.1,-6.1

# For convenience, some entries already given.
Molecule,NF-kB expr up,APP 5'UTR act,PMI act hi M6P,TNAP act hiacc,PMI activator,TNAP inh no acc,TNAP inh hi DEA,bIAP act,FLuc stim CS,FLuc inh counter
COc1ccc(NC(=O)C(=O)NCc2ccncc2)c(OC)c1,0.96,10.2,1,1,1,-7.7,0.2,1,1,0.9
CCOC(=O)c1ccc(CC(=O)c2ccc(O)cc2O)o1,0.77,21.3,1.3,1,1.1,-9.6,-2.8,0.9,1,-4.6
S=C(NCCc1ccccc1)N1CCN(C(c2ccccc2)c2ccccc2)CC1,1.01,-11.1,1,1,0.9,-18.8,-4.3,1,1.1,-10.0
CN1CCN(C2=C(Cl)C(=O)C(c3cnc(N4CCCCC4)s3)=C(Cl)C2=O)CC1,1.83,0.1,1,0.9,0.9,21.6,6.6,1,0.8,23.1
Cc1ccc(NC(=O)c2ccc([N+](=O)[O-])o2)c(C)c1,1.98,7.1,0.9,1.1,1,-9.1,-8.0,0.9,1.1,-6.1

# Next part:
Molecule,NF-kB expr up,APP 5'UTR act,PMI act hi M6P,TNAP act hiacc,PMI activator,TNAP inh no acc,TNAP inh hi DEA,bIAP act,FLuc stim CS,FLuc inh counter
COc1ccccc1CNC(=O)c1cccc(NC(=O)c2ccccc2)c1,0.55,9.1,0.8,1,0.8,-7.1,-0.7,1,1,-4.2
O=C(N1CCOCC1)C12CC3CC(C1)CC(n1cnc(Cl)n1)(C3)C2,1.14,-14.7,1,1,1,-11.3,-4.7,1,1.1,-5.2
O=C(COC(=O)c1cnccn1)c1ccc2ccccc2c1,1.21,-1.2,0.9,1.1,0.9,-9.7,-6.0,0.9,0.9,11.5
Cc1onc(-c2c(Cl)cccc2Cl)c1C(N)=O,1.21,10.3,1,1,0.9,-7.5,0.1,1,1,-3.1
COc1cc(OC)c(C2N(c3ccccn3)C(=O)C3CCCN32)cc1OC (configuration not stated),1,-2.3,0.9,1,0.9,-1.7,-0.4,1,1,-4.9
Cc1csc(SCc2nc3sc4c(c3c(=O)[nH]2)CCC4)n1,0.93,3.5,1.1,1,1,-4.8,-0.8,1,1,0.7
CC(=O)CSc1nnc(-c2ccc3c(c2)OCO3)o1,1.76,35.0,1.1,1,1.2,-9.2,-1.7,1,0.3,66.6*
OCC1(Cc2cccc(Cl)c2)CCCN(Cc2sc(N3CCCC3)nc2Cl)C1 (configuration not stated),1.38,32.8,1,1,0.9,-7.4,-3.4,1.1,1.1,-5.7
COc1ccc(NC(=O)COc2nsnc2N2CCCCC2)cc1,1.52,2.6,1,1,0.9,-13.7,-0.2,1,1,-4.4
COCCCNC(=S)N1CCN(C(=O)c2ccco2)CC1,1.06,-0.8,1.1,1,1,-3.1,4.3,0.9,1,0.8
Cc1ccc(-c2cn3c(n2)SCC3)cc1,4.06*,107.2,1,1,1,2.7,-1.2,0.9,0.5,45.4
O=C1CN(S(=O)(=O)c2ccc(Cl)cc2C(F)(F)F)CCN1,1.15,3.1,1,1,1,-19.1,-4.7,0.9,1.1,-6.4
CCn1c2ccccc2c2nnc(SCC(=O)OCN3C(=O)c4ccccc4C3=O)nc21,1,-1.9,0.9,1.1,1,-14.2,-5.9,1,1.1,-5.8
Cc1ccccc1NC(=O)c1ccc2c(c1)C(=O)N(CCC(C)C)C2=O,1.04,15.7,1.1,1,1.1,-12.2,-1.1,0.9,1,-2.2

# The order is random (roughly 3.6% active in at least one column).
